# CHT allo act: human CHT allosteric activation. Q9GZV3. CHT-expressing cells, membrane potential dye, choline EC20; active compounds read high; LV-AA mutant CHT in HEK293 cells. B-score at 10 µM. hit rate 0.49% among 310,000. AID 488977;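 active = initial fluorescence not abnormally high and integrated response B-score, plate-corrected, over 3 SD above library mean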
# Target sequence (Q9GZV3 whole entry, looked up): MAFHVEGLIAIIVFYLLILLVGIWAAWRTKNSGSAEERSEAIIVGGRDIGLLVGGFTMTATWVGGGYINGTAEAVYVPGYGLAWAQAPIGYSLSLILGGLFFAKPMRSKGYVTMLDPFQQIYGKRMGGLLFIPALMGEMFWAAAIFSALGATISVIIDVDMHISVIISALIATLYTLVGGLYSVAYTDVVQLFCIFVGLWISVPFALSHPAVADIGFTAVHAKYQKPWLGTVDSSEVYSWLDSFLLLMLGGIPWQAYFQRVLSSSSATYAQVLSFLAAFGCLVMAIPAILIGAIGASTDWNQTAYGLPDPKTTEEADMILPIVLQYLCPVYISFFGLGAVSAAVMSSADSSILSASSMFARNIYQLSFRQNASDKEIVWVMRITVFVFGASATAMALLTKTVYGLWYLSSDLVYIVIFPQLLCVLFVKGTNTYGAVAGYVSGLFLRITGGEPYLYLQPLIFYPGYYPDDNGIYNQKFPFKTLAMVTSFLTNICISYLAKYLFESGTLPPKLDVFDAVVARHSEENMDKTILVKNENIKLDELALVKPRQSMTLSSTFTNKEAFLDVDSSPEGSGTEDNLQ
# OX1R antag-1: antagonists of human orexin 1 receptor (OX1R); O43613; OX1R-expressing cells, FRET antagonist read-out; inhibition, % at 6.6 µM; hit rate 1.8% among 330,000; AID 485270; in the data active = inhibition mostly above about 38%, no sharp cut-off; inactive = mostly below about 40%;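 also: 0% = agonist challenge alone and 100% = reference antagonist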
# Target sequence (O43613 whole entry, looked up): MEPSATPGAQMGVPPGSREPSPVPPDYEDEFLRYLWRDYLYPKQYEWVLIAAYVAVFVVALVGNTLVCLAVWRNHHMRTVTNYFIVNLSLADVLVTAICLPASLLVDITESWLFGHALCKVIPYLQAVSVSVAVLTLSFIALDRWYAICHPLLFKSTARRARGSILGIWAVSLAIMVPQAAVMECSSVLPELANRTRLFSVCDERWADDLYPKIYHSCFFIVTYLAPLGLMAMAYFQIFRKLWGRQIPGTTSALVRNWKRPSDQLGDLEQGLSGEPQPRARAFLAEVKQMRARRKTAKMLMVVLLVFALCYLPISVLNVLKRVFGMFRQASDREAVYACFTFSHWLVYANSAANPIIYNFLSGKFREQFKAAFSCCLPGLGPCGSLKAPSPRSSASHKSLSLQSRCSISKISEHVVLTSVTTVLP
# OX1R antag-2: antagonists of human orexin 1 receptor; O43613; CHO/OX1R cells, Fluo-8 calcium fluorescence, orexin A; inhibition, % at 5 µM; hit rate 0.43% among 330,000; AID 434989;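 active = inhibition above its plate's threshold, mean inhibition of all tested compounds on the plate plus 3 SD, cut at about 37% in these data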;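 also: 0% = orexin A challenge wells and 100% = SB-334867-A antagonist wells; not every result past the cut was called active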
# An asterisk follows results filed as active; i = inactive; / = not tested or not shown.
SMILES,CHT allo act,OX1R antag-1,OX1R antag-2
COc1ccc(Cl)c(Cn2c(NCC(C)O)nc3c2c(=O)n(C)c(=O)n3C)c1 (centres undefined),i,1,-7
COc1nc(N)c(S(=O)(=O)c2ccccc2)cc1C#N,i,7,-16
Cc1cccc(N2CCN(C(=O)C(C)C)CC2)c1C,i,7,-20
O=[N+]([O-])c1cc(-c2nnc(C34CC5CC(CC(C5)C3)C4)o2)cc([N+](=O)[O-])c1,i,16,-13
O=C(O)c1cn(CCOc2ccccc2Cl)c2ccccc12,i,3,-7
O=C(Nc1ccc(N2CCN(C(=O)c3ccccc3)CC2)c(Cl)c1)c1ccco1,i,16,-21
O=C(COC(=O)c1cccnc1Cl)NC1CCCc2ccccc21 (centres undefined),/,3,-39
c1csc(Cc2nn3c(-c4ccncc4)nnc3s2)c1,i,14,-6
C[C@H](NC(=O)c1nc[nH]c1C(=O)N1CCN(c2ccccc2)CC1)C(=O)OC(C)(C)C,i,30,-15
O=C(CSc1nnc(Cc2ccccc2)o1)Nc1cccc(F)c1,i,27,-15
O=c1c2sc3nc(N4CCOCC4)c4c(c3c2ncn1CCc1ccccc1)CCCC4,i,7,-89
Oc1ccc(N=Nc2ccc(Br)cc2)c(O)c1,i,2,-9
CCC/C(O)=C1\C(=O)CC(C)(C)CC1=NCCO,i,8,-5
O=C(CCS(=O)(=O)c1cc2c(cc1Cl)NC(=O)CO2)NCCc1ccccc1,i,4,-10
CC(C)C(=O)NC(=S)Nc1ccc(CN2CCOCC2)cc1,i,12,-12
Cn1c(-c2ccc(F)cc2)cnc1SCC(=O)NCc1ccco1,i,5,-15
OCCn1c(-c2ccc(F)cc2)csc1=Nc1ccccc1,i,4,-6
COC(=O)c1ccc(C(=O)OC)c(NC(=O)COc2ccccc2OC)c1,i,6,-13
CCn1c(NCCc2ccc(OC)c(OC)c2)nc2c1c(=O)n(C)c(=O)n2C,i,44,2
COc1ccc(C(=O)N/N=C/C2CC=CCC2)cc1OC (centres undefined),i,10,-19
O=C(CCN1CCN(c2ccccc2)CC1)N/N=C/c1ccc([N+](=O)[O-])o1,i,71*,-9
CN(CCc1ccccc1)Cc1nc(-c2cnccn2)no1,i,7,-21
CC1CCCN(C(=O)C2CCCN(S(=O)(=O)c3cccc4nsnc34)C2)C1 (centres undefined),i,35,-32
COc1ccccc1CNC(=O)COC(=O)c1ccc([N+](=O)[O-])o1,/,12,-8
Cn1c(=O)n(Cc2ccccc2)c(=O)c2c1nc1n2CCCN1Cc1ccccc1,i,30,-34

# Additional compounds.
SMILES,CHT allo act,OX1R antag-1,OX1R antag-2
O=C(Nc1ccc(Cl)cc1)c1ccsn1,i,9,-10
Cc1ccsc1/C=C(\C#N)C(=O)NCc1ccco1,i,8,-12
O=C(CSc1nnc(NC(=O)C2CCCCC2)s1)NCc1ccco1,i,17,-26
O=C(CNC(=S)N(Cc1ccccc1)Cc1cccnc1)NC1CCCC1,i,4,-19
Cc1ccc2[nH]c(=O)c(CN(Cc3ccco3)C(=O)c3ccncc3)cc2c1,i,10,-10
O=C(C1CC1)N1CCc2cc(Br)cc(S(=O)(=O)NCc3ccc4c(c3)OCO4)c21,i,22,-25
Cc1cc(C)c2nc(Cl)c(C3NC(=O)c4ccccc4N3)cc2c1 (centres undefined),i,-4,-11
Cc1ccnc(NS(=O)(=O)c2ccc(NC(=O)Cc3ccc(F)cc3)cc2)n1,i,-1,4
O=[N+]([O-])c1cnn(-c2nc(-c3ccccc3)cc(C(F)(F)F)n2)c1,i,10,-7
C=CCN(CC=C)C(=O)c1c(OC)cccc1OC,i,14,-7
Cc1ccc(C(=O)NS(=O)(=O)c2ccccc2)cc1,i,12,8
O=S1(=O)N=C(N(CCO)/N=C/c2ccncc2)c2ccccc21,i,26,-3
O=C(NC(=S)N1CCN(c2ccc([N+](=O)[O-])cc2)CC1)c1ccccc1F,i,41,-16
OCC1(Cc2ccccc2)CCN(Cc2ccc(-c3ccco3)cc2)CC1,i,24,-23
CCCCc1nn2c(N)c(/C=C3\C=Nc4ccccc43)c(=O)nc2s1,i,16,-28
CC(c1ccco1)N(C(=O)c1ccccc1NS(=O)(=O)c1cc([N+](=O)[O-])ccc1Cl)c1ccccn1 (centres undefined),i,72*,-15
CC(C)OCCCn1c(NN)nc2ccccc2c1=O,i,11,-20
CCCCCCN1CC(O)=C(c2nc3ccccc3[nH]2)C1=N,i,11,-26
CN(C)/C(=N\S(=O)(=O)c1ccc(F)cc1)c1ccccc1,i,7,-18
Cc1ccc2nc(NC(=O)COC(=O)CSc3nc(C)cc(C)n3)sc2c1,i,7,-12
CC(=O)c1cccc(NC(=O)C2CCCCC2)c1,i,16,-6
COc1cc(OC)c(OC)cc1CN1CCCC(C(=O)c2ccccc2SC)C1 (centres undefined),i,26,-11
Cc1ccc(-c2nc(CS(=O)(=O)CC(=O)N3CCN(C)CC3)c(C)o2)cc1,i,-7,-10
O=C(OCc1c(-c2ccccc2)ncc2ccccc12)c1ccc(C(F)(F)F)cc1,/,7,-34
CC(C)(C)c1ccc(NC(=O)Nc2ccc(F)cc2)cc1,i,29,64*

# OX1R antag-2: hit marks shown above
molecule | OX1R antag-1 | OX1R antag-2
CC(C)(C)c1ccc(NC(=O)Nc2ccc(F)cc2)cc1 | 29 | 64*

# Continued:
SMILES,CHT allo act,OX1R antag-1,OX1R antag-2
O=C(CSc1nc2ccccc2c(=O)n1-c1ccccc1F)N1CCOCC1,/,16,-19
Cc1occc1C(=O)N1CCCC(Nc2ccc(C(C)C)cc2)C1 (centres undefined),i,48,-21
Cn1c(C(=O)NCCN2CCOCC2)cc2c(=O)n3ccccc3nc21,i,25,-7
COc1ccc(C=O)cc1CN1CCCN(Cc2ccccc2F)S1(=O)=O,i,11,8
CCCC(=O)Nc1ccc(C(=O)n2nnc3ccccc32)cc1,i,22,-17
CCOc1ccc(C2=Nn3c(nnc3-c3cccnc3)SC2)cc1,i,13,-24
CN(C(=O)CN1C(=O)S/C(=C\c2ccccc2)C1=O)C1CCS(=O)(=O)C1 (centres undefined),i,19,-8
CC(C)CC(NC(=O)C1CCC(=O)N1C(=O)OCc1ccccc1)C(=O)NC(Cc1ccccc1)C(N)=O (centres undefined),i,8,6
CC1(C)Cc2nc3sc4c(=O)n(Cc5ccccc5)cnc4c3cc2CS1,i,5,-32
CCc1nnc(NC(=O)Cn2nnc(-c3ccccc3F)n2)s1,i,9,-14
CCN(Cc1ccccc1)S(=O)(=O)c1cc(C(=O)NCC2CCCCC2)ccc1OC,i,12,-30
O=S(=O)(c1cccs1)N1CCC(Cc2ccccc2)CC1,i,10,-15
O=C(CN1C(=O)NC2(CCCC2)C1=O)N1CCN(c2cccc(C(F)(F)F)c2)CC1,i,14,-7
Cc1ccccc1NC(=O)c1ccc2snnc2c1,i,1,-10
Cc1cc(C)c(S(=O)(=O)N2CCc3ccccc32)c(C)c1,i,21,-41
Cn1c(CN2CCN(c3ccccc3NS(C)(=O)=O)CC2)nc2ccccc21,i,11,-18
O=C(CSc1nnc(NC(=O)c2ccco2)s1)Nc1ccccc1Cl,i,12,-14
CC(=O)Nc1ccc2oc(-c3cc(F)c(F)cc3Cl)nc2c1,i,31,0
O=C(CNC(=O)OCc1ccccc1)Oc1ccc2ccc(=O)oc2c1,i,-8,4
COC(=O)c1ccccc1NC(=O)c1ccc(-c2ccc(Br)cc2)o1,i,-12,-4
Cc1cc(C)n2nc(SCCC(=O)NCc3ccccc3)nc2n1,i,10,-19
CC(C)NS(=O)(=O)c1ccc(CCC(=O)Nc2ccc3c(c2)OCO3)cc1,i,19,-14
CCOC(=O)C1=C(O)/C(=C\c2cccs2)N=C1C,i,27,1
Cc1cccc(Nc2nc(N)c([N+](=O)[O-])c(N3CC(C)CC(C)C3)n2)c1 (centres undefined),i,20,-52
O=C(N/N=C/c1ccccc1[N+](=O)[O-])c1cnccn1,i,24,8

# Following part
SMILES,CHT allo act,OX1R antag-1,OX1R antag-2
CC(C)CN(C(=O)COC(=O)c1ccc2c(c1)NC(=O)CS2)C1CCS(=O)(=O)C1 (centres undefined),i,22,-16
Cc1cccc(N2CC(=O)N(c3cccc(C)c3)CC2=O)c1,i,0,-17
COc1ccc(CN(C)CC(=O)Nc2sc3c(c2C#N)CCC3)c(OC)c1,i,16,-37
CCOc1ccc(S(=O)(=O)N2CCC(C(N)=O)CC2)c2ccccc12,i,-2,-12
CCc1nnc(NC(=O)CSc2nnc(COc3ccccc3C)o2)s1,i,15,-11
c1ccc2c(-c3nnc(SCc4cn5ccccc5n4)o3)c[nH]c2c1,i,59,-15
C[C@H](CO)N1C[C@H](C)[C@@H](CN(C)CC2CCCCC2)Oc2ccc(NS(C)(=O)=O)cc2C1=O,/,8,-10
CN(CC(=O)Nc1ccc(F)cc1)C(=O)c1ccccc1OCc1ccc(F)cc1,i,21,-34
Cn1ncc([N+](=O)[O-])c1C(=O)Nc1ccc(C2CCCCC2)cc1,i,17,-12
COc1ccccc1CNC(=O)CNC(=O)Cn1cnc2ccccc2c1=O,i,10,3
C=CCNC(=O)c1onc(CCl)c1C(=O)OC,i,43,7
CC(C)Nc1nnc(SC(C)C(=O)N(C)C2CCCCC2)s1 (centres undefined),i,19,-7
O=C(Nc1cccc2cccnc12)c1ccc2c(c1)OCCO2,i,67*,11
O=C1CNC(=O)/C1=C/c1ccccc1,i,7,4
O=C(CN1C(=O)NC2(CCCCCC2)C1=O)Nc1ccc(Cl)cc1Cl,/,-1,-3
O=C(Nc1ccccc1C(=O)O)c1ccc(Cl)c(S(=O)(=O)N2CCOCC2)c1,i,5,-7
CCOC(=O)C1=C(O)/C(=C/c2ccccn2)SC1=Nc1ccc(Cl)cc1,i,14,-4
O=C(c1cc(COc2cccc3cnccc23)on1)N1CCCC(CCCO)C1 (centres undefined),i,51,26
CCN(CC)CCNC(=O)Cc1nn(Cc2ccccc2)c(=O)c2ccccc12,i,-13,-35
C/C(CC(=O)Nc1cc(C)ccn1)=N\NC(=O)C(=O)NC(C)C,i,4,-19
Cc1cc(C)n2nc(C(=O)NC(c3ccccc3)c3ccccc3)nc2n1,i,17,-23
N#CC1=C2N=C(N)c3ccccc3N2C2=C(C(=O)CCC2)C1c1ccccc1F (centres undefined),i,26,-28
Cn1cc(CNCc2cn(C)nc2-c2ccc(C3CCCCC3)cc2)cn1,i,5,-9
CSc1nnc2c(n1)OC1(Nc3ccccc3-2)C(=O)Nc2ccccc21 (centres undefined),i,27,2
CCOCC(=O)Nc1nnc(COCC)s1,i,5,-12

# Later entries:
SMILES,CHT allo act,OX1R antag-1,OX1R antag-2
CC(=O)N1c2ccc(S(=O)(=O)N3CCCCC3)cc2CC1C(=O)Nc1cccc(C)c1 (centres undefined),i,-7,-13
Cc1cccc(Nc2nnc(SCC3CCCCO3)s2)c1 (centres undefined),i,16,-28
C=CCc1ccccc1OCC(O)CN1CCN(C(=O)OCC)CC1 (centres undefined),i,2,-45
CCC(C)N1CCN(C(=O)c2cc(OC)cc(OC)c2)CC1 (centres undefined),i,3,-8
O=C(CCCNS(=O)(=O)c1ccc(Cl)c(Cl)c1)NCCc1ccccn1,i,4,-17
N/C(=N\OC(=O)c1ccc(Cl)c([N+](=O)[O-])c1)c1ccccn1,i,114*,3
COc1ccc(NS(=O)(=O)c2ccc(O)c(C(=O)OCC(=O)Nc3ccc4c(c3)OCCO4)c2)cc1,i,3,-2
CC(C)OC(=O)CSc1nnc(CNc2cccc(Cl)c2)n1C,i,20,-27
CCOc1ccc(C2C([N+](=O)[O-])=C(C)N(C)C(=O)N2C)cc1OC (centres undefined),i,14,-2

# Another view of part of the listing above:
# Results follow in this order: CHT allo act | OX1R antag-1 | OX1R antag-2
Cc1cccc(Nc2nnc(SCC3CCCCO3)s2)c1 (centres undefined)
→ i | 16 | -28
C=CCc1ccccc1OCC(O)CN1CCN(C(=O)OCC)CC1 (centres undefined)
→ i | 2 | -45
CCC(C)N1CCN(C(=O)c2cc(OC)cc(OC)c2)CC1 (centres undefined)
→ i | 3 | -8
O=C(CCCNS(=O)(=O)c1ccc(Cl)c(Cl)c1)NCCc1ccccn1
→ i | 4 | -17
N/C(=N\OC(=O)c1ccc(Cl)c([N+](=O)[O-])c1)c1ccccn1
→ i | 114* | 3
COc1ccc(NS(=O)(=O)c2ccc(O)c(C(=O)OCC(=O)Nc3ccc4c(c3)OCCO4)c2)cc1
→ i | 3 | -2

# Profiles as entered above. Order of values: CHT allo act, OX1R antag-1, OX1R antag-2
# Cn1c(CN2CCN(c3ccccc3NS(C)(=O)=O)CC2)nc2ccccc21 as listed: i, 11, -18
# CCOc1ccc(C2=Nn3c(nnc3-c3cccnc3)SC2)cc1 as listed: i, 13, -24
# Cc1cc(C)n2nc(C(=O)NC(c3ccccc3)c3ccccc3)nc2n1 as listed: i, 17, -23
# Oc1ccc(N=Nc2ccc(Br)cc2)c(O)c1 as listed: i, 2, -9
# O=C(Nc1cccc2cccnc12)c1ccc2c(c1)OCCO2 as listed: i, 67*, 11
